Screening data (PubChem)
FLuc modulator: inhibits or activates purified firefly luciferase, miR-21 counter-screen; P08659; purified FLuc, Km substrates, luminescence inhibition; Potency, µM (top dose mostly 57.5 µM), inactives show at the top dose activity change, negative = inhibition, most hits filed as inhibitors; actives 6.9% (n = 360,000);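 also: potency is read from the fitted curve at half-maximal effect; plate controls were vehicle for no effect and reference inhibitor for full effect; nearly all actives have a fitted effect of over 55% in size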
Target sequence (P08659 whole entry, looked up): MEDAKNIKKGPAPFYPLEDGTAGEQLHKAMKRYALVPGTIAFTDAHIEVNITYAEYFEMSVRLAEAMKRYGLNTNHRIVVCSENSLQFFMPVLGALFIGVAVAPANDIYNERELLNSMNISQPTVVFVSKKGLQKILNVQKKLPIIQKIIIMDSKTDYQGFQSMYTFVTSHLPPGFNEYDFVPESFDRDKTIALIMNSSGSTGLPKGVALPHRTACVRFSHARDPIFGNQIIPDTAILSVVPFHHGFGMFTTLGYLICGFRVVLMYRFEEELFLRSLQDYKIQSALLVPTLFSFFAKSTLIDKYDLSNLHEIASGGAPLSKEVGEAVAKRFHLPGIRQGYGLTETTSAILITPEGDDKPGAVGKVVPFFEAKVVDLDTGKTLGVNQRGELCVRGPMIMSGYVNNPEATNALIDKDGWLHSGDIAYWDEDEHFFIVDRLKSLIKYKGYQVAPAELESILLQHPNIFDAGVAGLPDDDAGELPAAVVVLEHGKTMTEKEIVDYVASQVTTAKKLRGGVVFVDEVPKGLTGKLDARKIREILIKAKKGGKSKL
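Purified P. pyralis luciferase (10nM final) with 10uM D-luciferin and 10uM ATP (Km levels) in 50mM Tris acetate pH 7.5, 10mM Mg acetate, 0.01% Tween-20, 0.05% BSA; qHTS 6-point titration, ~60 µM downward; luminescence read.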
Menin-MLL TR inh: inhibitors of human menin-MLL interaction, mutant MLL peptide; O00255; actives 0.23% (n = 270,000); Potency, µM (highest dose often 61.6 µM), without a hit: at the top dose FP activity change, negative = inhibition, actives largely listed as inhibitors; Menin + Texas Red MLL mutant peptide, fluorescence polarization; active = well fitted inhibition curve with a large enough effect in the polarisation, with a control signal flat, not every such curve was filed as active; inconclusive = small, poorly fitted or top-dose-only effect, or effect the other way, or a change in a side signal; inactive = no such curve, though single readings can be large or run the other way; the % refers to the polarisation; also: potency is read from the fitted curve at half-maximal effect; % of control where 0% means no effect; many of its hits are not listed in these tables
NPC1 prom act: NPC1 promoter activation; Potency, µM (series often up to 9.22 µM), for inactives: at the top dose activation, hits mostly activators; Huh7 NPC1 promoter luciferase reporter, 24 h; actives 2.4% (n = 320,000);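 also: potency is read from the fitted curve at half-maximal effect; % of control where 0% means no effect; nearly all actives have a fitted effect of over 60% in size; reporter is driven by a mutant NPC1 promoter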
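NPC1 promoter–luciferase Huh7 cells; 24 h compound; luminescence.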
Mito fusion yeast: inhibitors of mitochondrial division or activators of mitochondrial fusion; S. cerevisiae fusion-defective mutant growth rescue, CellTiterGlo 48 h; Potency, µM (highest dose often 46.1 µM), for inactives: at the highest dose growth rescue (activation), hits mostly activators; actives 0.23% (n = 320,000); AID 485298;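 also: potency is read from the fitted curve at half-maximal effect; % of control where 0% means no effect; nearly all actives have a fitted effect of over 45% in size; temperature-sensitive fusion mutants such as fzo1-1 at 37 °C on non-fermentable ethanol glycerol medium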
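S. cerevisiae fusion-defective temperature-sensitive mutants (e.g. fzo1-1, mgm1-5) grown 48 h at 37C in YPEG (ethanol/glycerol non-fermentable) medium with 23 nl compound per well; growth rescue read as CellTiterGlo luminescence.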
KCNH2 3.1 inh: blocks the human KCNH2 3.1 channel isoform; actives 0.95% (n = 340,000); activity change, % (tested at about 1.8 µM); U2OS KCNH2 3.1, thallium flux FluxOr; active compounds read low;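 active = maximum activity change below -70%; inconclusive = maximum activity change from -70% to -50%; inactive = maximum activity change above -50%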;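 also: thallium influx rate constant from kinetic fluorescence after stimulation buffer; % is scaled to controls: 0 for no effect and ±100 for the full control effect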
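Kinetic fluorescence (2 min after stimulation buffer) measures Tl+ influx through KCNH2 3.1 expressed by viral transduction in U2OS cells; the rate constant is normalized against DMSO controls serving as positive and negative references.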
Rab9 promoter act: activates the Rab9 promoter; actives 2.8% (n = 320,000); Huh7 Rab9 promoter-luciferase reporter, luminescence, 24 h; Potency, µM (highest dose often 9.22 µM), for inactives: at the top dose activation, negative = inhibition, hits mostly activators; also: potency is read from the fitted curve at half-maximal effect; % of control where 0% means no effect; nearly all actives have a fitted effect of over 60% in size
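Huh7 cells stably carrying a Rab9 promoter-luciferase reporter, 1500 cells per well in OP-MEM I with 10% FBS, treated with compound 24 hours at 37C. Luciferase activity read by luminescence after 10 minutes with Amplite reagent.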
VP16 counter: inhibits Gal4-VP16 luciferase reporter, ROR gamma counter-screen. Potency, µM (series often up to 53.6 µM), without a hit: at the highest dose activity, negative = inhibition, actives largely listed as inhibitors. AID 2546. Drosophila S2 Gal4-VP16 UAS-luciferase, luminescence, 20 h. actives 3.5% (n = 310,000);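 also: Gal4-VP16 expression switched on by copper sulfate through the metallothionein promoter; potency is read from the fitted curve at half-maximal effect; % is scaled to controls: 0 for no effect and ±100 for the full control effect; nearly all actives have a fitted effect of over 50% in size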
PKM2 act: increases activity of human pyruvate kinase M2; P14618; purified PKM2, Kinase-Glo ATP luminescence, activation; response scale: 0% is enzyme alone, no compound; Potency, µM (doses to about 57.5 µM), for inactives: at the top dose activation, hits mostly activators; actives 0.34% (n = 260,000); also: potency is read from the fitted curve at half-maximal effect; % is scaled to controls: 0 for no effect and ±100 for the full control effect; nearly all actives have a fitted effect of over 55% in size
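ATP formation by purified human PK-M2, quantified via coupled luciferase luminescence after 1 h at room temperature with 0.1 mM ADP and 0.5 mM PEP final.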
RORg inh: inhibitors of mouse ROR gamma transcriptional activity | P51450 | Drosophila S2 Gal4-RORgamma UAS-luciferase reporter, 20 h | Potency, µM (highest dose often 53.6 µM), inactives show top-dose activity change, negative = inhibition, most hits filed as inhibitors | actives 5.4% (n = 310,000) | AID 2551; also: potency is read from the fitted curve at half-maximal effect; % is scaled to controls: 0 for no effect and ±100 for the full control effect; nearly all actives have a fitted effect of over 60% in size
Target sequence (P51450 whole entry, looked up, the tested form may be a part): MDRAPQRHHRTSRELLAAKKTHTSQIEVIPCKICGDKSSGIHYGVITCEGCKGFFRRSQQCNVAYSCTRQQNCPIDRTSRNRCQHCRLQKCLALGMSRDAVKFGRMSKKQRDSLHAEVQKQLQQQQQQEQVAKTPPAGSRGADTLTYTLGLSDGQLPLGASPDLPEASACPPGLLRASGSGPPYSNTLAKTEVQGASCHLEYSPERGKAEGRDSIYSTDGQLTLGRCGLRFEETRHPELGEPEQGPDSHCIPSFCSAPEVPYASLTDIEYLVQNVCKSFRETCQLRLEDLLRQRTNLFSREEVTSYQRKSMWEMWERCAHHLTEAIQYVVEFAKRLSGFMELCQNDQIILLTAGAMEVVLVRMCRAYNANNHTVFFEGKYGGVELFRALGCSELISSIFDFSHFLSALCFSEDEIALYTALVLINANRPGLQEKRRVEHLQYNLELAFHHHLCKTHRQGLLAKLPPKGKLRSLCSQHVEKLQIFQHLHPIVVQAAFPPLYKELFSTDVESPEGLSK
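Stably transfected Drosophila Schneider cells are the test system, with ROR gamma fused to Gal4 and luciferase under UAS control; luminescence is read after 20 hr of 700 uM copper sulfate induction at ambient temperature.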
MBNL1-CUG inh: blocks human MBNL1 binding to CUG repeat RNA. Q9NR56. TR-FRET MBNL1-His/biotin-(CUG)12 binding, 665/545 ratio. Potency, µM (doses to about 57.5 µM), without a hit: top-dose activity change, negative = inhibition, hits mostly inhibitors. actives 0.036% (n = 280,000). AID 2675; active = well fitted inhibition curve with a large enough effect in the signal ratio, with a control signal flat, not every such curve was filed as active; inconclusive = small, poorly fitted or top-dose-only effect, or effect the other way, or a change in a side signal; inactive = no such curve, though single readings can be large or run the other way; the % refers to the signal ratio; also: potency is read from the fitted curve at half-maximal effect; % is scaled to controls: 0 for no effect and ±100 for the full control effect
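Compounds (final 92 nM to 58 uM) are added to His-tagged MBNL1 and biotin-(CUG)12, then terbium anti-His antibody and streptavidin-XL665 (5 nM final). After 60 min at room temperature, the 665/545 nm ratio is read.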
ELG1 repair inh: blocks ELG1-dependent DNA repair in HEK293T cells | HEK293T ELG1-luciferase reporter, luminescence, 16 h; DNA damage induced by 5-fluorouridine | Potency, µM (top dose mostly 46.1 µM), without a hit: at the top dose activity change, negative = inhibition, hits mostly inhibitors | actives 2.3% (n = 330,000); also: potency is read from the fitted curve at half-maximal effect; % is scaled to controls: 0 for no effect and ±100 for the full control effect; nearly all actives have a fitted effect of over 55% in size
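HEK293T cells expressing luciferase-tagged ELG1 (2,000/well) received 5-Fluorouridine plus compound or DMSO for 16 hr at 37 °C. Luciferase was read by ONE-Glo luminescence after 30 min at room temperature.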
* hit, by the source's call; ? = inconclusive; · = no result given; & = joins results of further samples; [ ] = another dose, or the depositor's remark. Unless noted, calls follow the shape of the dose curve; as a rule, active = well fitted curve in the direction sought with a large enough effect; inconclusive = small, poorly fitted or top-dose-only effect, or another doubt; inactive = no such curve, though single readings can be large; an effect the other way counts as inactive or inconclusive. This is a subset; rates above refer to the full screens.

SMILES	FLuc modulator	Menin-MLL TR inh	NPC1 prom act	Mito fusion yeast	KCNH2 3.1 inh	Rab9 promoter act	VP16 counter	PKM2 act	RORg inh	MBNL1-CUG inh	ELG1 repair inh
O=C(CCc1ccccc1)Nc1cc(NC(=O)CCc2ccccc2)cc(C(=O)O)c1	-14%	11%	-1%	-5%	3	-4%	-4%	-3%	40%	-6%	2%
Cn1c2ccccc2c(=O)c2ccc(-c3ccc4c(c3)OCO4)cc21	3µM*	23%	1.3µM*	1%	·	1.1µM*	-6%	0%	-10%	?	?
Cc1cccc(Nc2nn3c(=O)c4ccccc4nc3s2)c1	?	18%	4µM*	4%	3	?	5%	0%	17%	21%	?
CCC(=O)N1CCc2cc(S(=O)(=O)CCC(=O)NCCc3ccc(S(N)(=O)=O)cc3)ccc21	0%	1%	2%	-1%	3	2%	1%	-3%[0.46 µM]	-4%	-2%	12%
CCOc1ccc(S(=O)(=O)NCCC(=O)N(C)CC(=O)Nc2ccc(OC)cc2)cc1	4%	·	-2%	0%	-31	-1%	5%	-7%	10%	-3%	4%
COc1ccc(Cl)cc1-c1nc(SCC(=O)N(C)CCC#N)n[nH]1	0%	-11%	-6%	-5%	7	4%	18%	1%	12%	-3%	-3%
CCOC(=O)N1CCc2c(sc(NC(=O)CN3CCN(C)CC3)c2C(=O)Nc2ccccc2)C1	0%	?	-4%	-6%	-97*	-3%	-8%	-6%	20%	-6%	7%
Cc1ccccc1CNC(=O)CN(c1cccc([N+](=O)[O-])c1)S(C)(=O)=O	0%	12%	0%	0%	4	-8%	-6%[10 µM]	-7%	22%	?	-9%
CCN(CC)CC(=O)NCC1(c2ccccc2)CCCC1	-1%	-17%	-1%	-2%	16	-1%	4%	-5%	-5%	10%	-2%
COc1cc(OC)cc(C(=O)Nc2cc(-c3cn4cccnc4n3)ccc2C)c1	?	-21%	1%	-1%	-1	-7%	2%	0%	-6%	15%	1%
Cc1ccc(CNC(=O)CN(c2ccc(C(C)C)cc2)S(=O)(=O)c2c(C)noc2C)cc1	5%	·	-2%	-1%	1	-1%	-9%	·	-23%	-3%	?
Nc1nc2ccccc2cc1S(=O)(=O)c1ccccc1	2%	0%	-5%	-2%	1	-2%	1%	3%	1%	7%	-16%
Cc1cccc(-n2c(N)c(C(=O)N3CCN(C)CC3)sc2=S)c1	?	-2%	-1%	0%	7	-2%	0%	6%	12%[10 µM]	?	-4%
CN(CC(=O)Nc1ccc(Cl)cc1)C(=O)CCc1ccccc1	3%	14%	-5%	5%	6	0%	2%	3%	18%	-3%	1%
CCCC(=O)N1CC2(C)CN(C(=O)CCC)CC(CCC)(C1)C2=O	1%	-18%	·	0%	-3	·	12%	-4%	-9%	-9%	·
O=C(c1ccc(OC2CCN(C/C=C/c3ccccc3)CC2)cc1)N1CCCCC1	1%	·	7%	-4%	-33	-6%	22%	-3%	-3%	-7%	-7%
O=C(c1cc2cc(F)ccc2[nH]1)N1CCN(c2cccc(Cl)c2)CC1	-2%	12%	1%	-3%	-36	3%	10%	·	8%	-3%	3%
O=C(c1ccccc1)N1N=C(c2ccccc2O)CC1c1ccc(Br)cc1 (centres undefined)	-1%	?	-7%	3%	-5	-2%[1.84 µM]	-5%	·	1%	-12%	-17%
CC1=NN(c2ccccc2)C(=O)C1C(=O)C(=O)Nc1ccc(F)cc1 (centres undefined)	9.5µM*	2%	?	-7%	-11	3.2µM*	-17%	1%	0%	-18%	?
COc1cc(/C=N/NC(N)=S)ccc1OCc1ccc(C)cc1	?	17%	-3%	19%	0	-8%	8.9µM*	14%	7.1µM*	·	?
Cc1ccc(Cn2c(SCCN3CCCCC3)nc3c2c(=O)[nH]c(=O)n3C)cc1	4%	-16%	0%	0%	-95*	-2%	-2%	2%	-25%	7%	-2%
O=C(Nc1nc(-c2ccccc2)cs1)c1cccc([N+](=O)[O-])c1	?	?	20%	0%	-15	24%	-9%	-5%	-22%	?	-1%
O=C(NCC1CCCO1)/C(=C\c1ccc(Cl)cc1)NC(=O)c1ccccc1 (centres undefined)	8%	-13%	1%	0%	4	5%	-2%	0%	4%	6%	17%
COC(=O)c1ccccc1NS(C)(=O)=O	2%	·	-6%	-2%	-6	-7%	·	·	·	·	19%
Cc1nc([N+](=O)[O-])c(Br)n1CC(=O)c1ccc2ccccc2c1	-16%	2%	-6%	-4%	-17	-3%	?	0%	14µM*	?	?
COc1ccc(C(N)CCc2ccco2)cc1 (centres undefined)	-7%	0%	0%	-2%	-19	1%	-3%	-1%	-1%	8%	3%
COc1nsnc1NS(=O)(=O)c1ccc(NC(=S)NC(=O)c2cccnc2)cc1	?	-29%	0%	-1%	-31	-13%	1%	-11%	20%	-12%	9%
Cc1ccc(NC(=O)N2C3CCCC2CC(NC(=O)C(C)(C)C)C3)cc1 (centres undefined)	6%	-5%	1%	5%	1	2%	-12%	12%	-14%	-2%	1%
COc1ccccc1CCC(=O)OCC(=O)NC1CC1	-3%	·	0%	-5%	43	-1%	·	·	·	·	-3%
O=C(CCn1c(=O)oc2ccccc21)n1c(=O)oc2ccccc21	?	·	3%	2%	13	1%	-2%	-1%	-5%	-5%	-5%
Cc1c(C(=O)OCC(C)(C)CN(C)C)oc2ccccc12	19µM*	-13%	4%	4%	-8	-1%	-17%	-1%	-33%	-4%	?
O=C1NC(c2ccccc2)CCO1 (centres undefined)	1%	-2%	-5%	1%	3	-5%	-8%	-1%	-1%	-4%	18%
O=C(CN1CCN(c2ccc(F)cc2)CC1)NCC1CCCO1 (centres undefined)	2%	-5%	-1%	2%	-9	-10%	-2%	-8%	-16%	-6%	-3%
S=C(NCc1cccnc1)Nc1cccc2ccccc12	-2%	-8%	0%	-5%	1	1%	1%	-2%	-19%	?	3%
O=S(=O)(NCc1cccnc1)c1ccccc1	-1%	3%	-2%	-1%	6	-5%	?	1%	11%	-1%	0%
Cc1csc(NC(=O)CSc2ccc([N+](=O)[O-])cn2)n1	-4%	1%	-7%	-9%	21	4%	8%	17%	36%	?	0%
Cc1cc(C)n(CC(O)Cn2ccc3ccccc32)n1 (centres undefined)	2%	-3%	2%	2%	-1	0%	2%	-5%	-1%	2%	?
OCC1(Cc2ccccc2)CCCN(Cc2ccc3c(c2)OCCO3)C1 (centres undefined)	-2%	-16%	-2%	-3%	-17	-3%	-3%	6%	-9%	-5%	-8%
CCCCOn1c(C)c(C(C)=O)c2c3no[n+]([O-])c3ccc21	-3%	14%	-9%	2%	-5	-8%	-14%	-9%	19%	1%	?
COc1ccc(Cl)cc1NC(=O)CN(C)C(=O)c1cc2ccccc2cc1OC	6%	·	2%	24%	-6	2%	·	·	·	·	?
CCOc1cc(C(=O)Nc2cc3c(cc2N2CCOCC2)n(C)c(=O)n3C)cc(OCC)c1OCC	5%&-2%	0%	-3%	-1%	7	1%	-10%	0%[0.46 µM]	-5%	-5%	17%
Cc1ccc(S(=O)(=O)C2(C(=O)NC3CCCC3)CC2)cc1	2%	8%	0%	-3%	?	5%	-1%	6%	-12%	-5%	8%
CCOc1ccc(Nc2nc(NCC(=O)O)nc(N)c2[N+](=O)[O-])cc1	0%	1%	-4%	-10%	5	0%	-4%	·	0%	?	21%
CCOc1ccccc1NC(=O)COC(=O)C1CC(=O)N(c2c(C)cccc2C)C1 (centres undefined)	0%	-2%	8%	4%	-1	0%	-20%	-1%	-1%	0%	-1%
CCOc1ccc(-n2c(Cc3cc(=O)[nH]c(=O)[nH]3)nnc2SC(C)C(=O)OC)cc1 (centres undefined)	1%	14%[11.7 µM]	-2%	1%	·	2%	3%	2%	-20%	-6%	-2%
CC(=O)NC(Cc1ccccc1)C(=O)N1CCN(C(=S)NCC(C)C)CC1 (centres undefined)	2%	-10%	1%	0%	-6	-5%	13%[10 µM]	-4%	-18%	0%	5%
CC(=O)Nc1nnc(-c2ccc3c(c2)CCCC3)o1	12µM*	4%[11.7 µM]	?	-14%	6	4µM*	3.5µM*	0%	7.1µM*	8%	?
CCN=C1S/C(=C\c2cn(CC(=O)NCc3ccco3)c3ccccc23)C(=O)N1CC	-1%	18%	0%	0%	-4	-1%	?	1%	?	0%	7%
